TSHR antag: human thyrotropin receptor antagonism; P16473; TSHR-expressing cells, TSH-stimulated cAMP HTRF, 2 h; stronger effect = lower value; activity change, negative = inhibition, % at 11.5 µM; hit rate 0.2% among 330,000; AID 504810;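 active = activity change below a set negative limit, meaning inhibition stronger than a set level, cut at about -70% in these data; inconclusive = activity change between two set negative limits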; note: % is set by controls: 0 for no effect and ±100 for the full control effect
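Freshly harvested TSHR cells receive pin-tooled compound, then EC80 TSH at 4nM final. After 2 hours at 37 deg C, antibody in lysis buffer and cAMP-d2 are added; 30 minutes at ambient temperature precede the HTRF read.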
ELG1 DNA repair: inhibitors of ELG1-dependent DNA repair in HEK293T cells. HEK293T ELG1-luciferase reporter, luminescence, 16 h; DNA damage induced by 5-fluorouridine. Potency, µM (top dose mostly 46.1 µM), without a hit: at the highest dose activity change, negative = inhibition, usual class: inhibitors. hit rate 2.3% among 330,000; note: potency is the fitted concentration of half-maximal effect; % is set by controls: 0 for no effect and ±100 for the full control effect; nearly all actives have a fitted effect of over 55% in size
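Step one: seed 2,000 cells per well. Step two: pin-transfer compound or DMSO alongside 5-fluorouridine. Step three: incubate 16 hr, 37 °C, 5% CO2. Step four: add ONE-Glo, wait 30 min, read luminescence.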
BCR signal inh: chronic active BCR signaling inhibition. Potency, µM (doses to about 46.1 µM), without a hit: at the top dose ratio change, negative = lower green/red ratio, actives largely listed as inhibitors. hit rate 0.05% among 340,000. AID 493014. ABC-DLBCL IkBa-CBG/CBR reporter, luminescence ratio, 4 h; active = well fitted inhibition curve with a large enough effect in the signal ratio, with a control signal flat, not every such curve was filed as active; inconclusive = small, poorly fitted or top-dose-only effect, or effect the other way, or a change in a side signal; the % refers to the signal ratio;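 note: potency is the fitted concentration of half-maximal effect; plate controls were basal doxycycline-induced cells for no effect and cells given 10 µM MG132 for full effect; MG132 reads +100%, hits lower the ratio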
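TMD8 ABC-DLBCL cells carrying doxycycline-inducible green luciferase fused to IkappaBalpha plus unfused red luciferase were exposed to compounds (up to 46 uM) for 4 hrs at 37C. Activity came from the overlap-corrected green/red luminescence ratio.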
S-ASM inh: human S-ASM enzyme inhibition; AID 504937; Potency, µM (titrated, usually from 57.5 µM), without a hit: top-dose activity change, negative = inhibition, usual class: inhibitors; hit rate 0.006% among 340,000; placental ASM, HMU-PC fluorogenic substrate, 60 min; note: potency is the fitted concentration of half-maximal effect
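HMU-PC0 cleavage (9 uM final) by human placental ASM, 60 min at 37 °C following 10 min compound exposure at RT; stopped at pH 10, fluorescence Ex 386/Em 447 nm.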
TCR activator: T cell receptor activation; primary human leukocytes, anti-CD3, IL-2 HTRF, 48 h; Potency, µM (doses to about 9.22 µM), for inactives: at the highest dose activation of IL-2 secretion, usual class: activators; 330,000 tested, under 10 active; note: % of control where 0% means no effect
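Compounds are tested in HTS on primary human leukocytes co-incubated with a-CD3 beads for 48 hr. IL-2 output is measured by time-resolved FRET.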
A-T KAP1 phos: candidate therapy for ataxia-telangiectasia; […] A-T fibroblasts, KAP-1 phosphorylation AlphaLISA; neocarzinostatin DNA damage 30 min before lysis; hit rate 0.19% among 320,000; AID 485349; Potency, µM (series often up to 57.5 µM), for inactives: top-dose activation, actives largely listed as activators; note: potency is the fitted concentration of half-maximal effect; % of control where 0% means no effect; nearly all actives have a fitted effect of over 45% in size
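ATM-like activity read as KAP-1 phosphorylation via AlphaLISA donor/acceptor antibody pairs after lysis and 6 hr at 25C. Cells were ATM-null patient fibroblasts ([…], hTERT), dosed 60 min, then exposed to the DSB inducer NCS for 30 min.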
PTAP TSG101 blk: blocks PTAP/TSG101 interaction to inhibit HIV-1 budding | Fluorescence polarization, FITC-PTAP peptide / Tsg101 binding | Potency, µM (titrated, usually from 115 µM), for inactives: at the top dose activity change, negative = inhibition, actives largely listed as inhibitors | 340,000 tested, under 10 active | AID 493005; active = well fitted inhibition curve with a large enough effect in the main read-out, with a control signal flat, not every such curve was filed as active; inconclusive = small, poorly fitted or top-dose-only effect, or effect the other way, or a change in a side signal; inactive = no such curve, though single readings can be large or run the other way; note: potency is the fitted concentration of half-maximal effect; % of control where 0% means no effect
Target sequence (Q99816 whole entry, looked up): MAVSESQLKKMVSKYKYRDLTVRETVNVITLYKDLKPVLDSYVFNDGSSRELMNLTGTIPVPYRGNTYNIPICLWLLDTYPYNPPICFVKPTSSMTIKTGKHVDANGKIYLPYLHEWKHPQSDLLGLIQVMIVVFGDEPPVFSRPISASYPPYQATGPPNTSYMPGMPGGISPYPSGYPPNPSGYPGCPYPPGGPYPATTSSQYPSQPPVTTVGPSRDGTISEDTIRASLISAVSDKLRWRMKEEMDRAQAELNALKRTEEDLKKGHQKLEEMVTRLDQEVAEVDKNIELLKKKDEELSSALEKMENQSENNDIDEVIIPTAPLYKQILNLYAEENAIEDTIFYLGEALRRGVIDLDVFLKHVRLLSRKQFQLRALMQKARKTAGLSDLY
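Fluorescence polarization binding of Tsg101 binding domain (10 uM final) to FITC-labeled PTAP peptide (50 nM final) in HEPES pH 7.5 buffer with NaCl, Tween 20, EDTA, TCEP. Compounds added before peptide; binding 20 min at RT.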
Eya2 inh: inhibitors of human Eya2 phosphatase activity; O00167; recombinant Eya2, OMFP fluorescence dephosphorylation (OMFP is methylfluorescein phosphate); AID 488837; hit rate 0.006% among 330,000; Potency, µM (top dose mostly 76.9 µM), for the others: at the top dose activity, negative = inhibition, usual class: inhibitors; note: potency is the fitted concentration of half-maximal effect; % is set by controls: 0 for no effect and ±100 for the full control effect
Target sequence (O00167 whole entry, looked up): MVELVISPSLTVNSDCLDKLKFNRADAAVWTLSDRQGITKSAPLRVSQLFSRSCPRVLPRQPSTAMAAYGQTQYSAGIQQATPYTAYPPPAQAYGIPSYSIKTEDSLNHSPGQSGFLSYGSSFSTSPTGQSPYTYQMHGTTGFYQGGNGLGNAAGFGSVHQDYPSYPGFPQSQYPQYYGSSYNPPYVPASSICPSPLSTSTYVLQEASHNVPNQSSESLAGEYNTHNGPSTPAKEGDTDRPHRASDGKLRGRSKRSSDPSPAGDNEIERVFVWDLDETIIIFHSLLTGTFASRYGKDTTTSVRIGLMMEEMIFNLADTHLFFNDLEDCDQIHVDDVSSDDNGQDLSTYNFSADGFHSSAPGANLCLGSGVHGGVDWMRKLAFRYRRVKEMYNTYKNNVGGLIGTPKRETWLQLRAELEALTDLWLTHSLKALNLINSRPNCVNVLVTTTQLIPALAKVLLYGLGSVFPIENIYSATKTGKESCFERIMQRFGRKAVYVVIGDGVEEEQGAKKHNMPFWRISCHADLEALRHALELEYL
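Eya2 (0.2 uM) preincubated 10 min at ambient with compound, then OMFP substrate added at 50 uM; 10 min reaction in 50 mM HEPES pH 7.5, 50 mM NaCl, 5 uM MgCl2, 0.05% BSA, 1 mM DTT. Fluorescence read at Ex 485/Em 525 nm.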
Mito fusion yeast: blocks mitochondrial division or promotes mitochondrial fusion. Potency, µM (series often up to 46.1 µM), for the others: at the top dose growth rescue (activation), hits mostly activators. hit rate 0.23% among 320,000. S. cerevisiae fusion-defective mutant growth rescue, CellTiterGlo 48 h;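 note: potency is the fitted concentration of half-maximal effect; % of control where 0% means no effect; nearly all actives have a fitted effect of over 45% in size; temperature-sensitive fusion mutants such as fzo1-1 at 37 °C on non-fermentable ethanol glycerol medium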
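S. cerevisiae fusion-defective temperature-sensitive mutants (e.g. fzo1-1, mgm1-5) grown 48 h at 37C in YPEG (ethanol/glycerol non-fermentable) medium with 23 nl compound per well; growth rescue read as CellTiterGlo luminescence.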
Tb PFK block: blocks T. brucei phosphofructokinase. hit rate 0.17% among 330,000. O15648. T. brucei PFK, ADP-Glo luminescence. Potency, µM (series often up to 57.5 µM), for inactives: at the highest dose activity, negative = inhibition, most hits filed as inhibitors;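 note: potency is the fitted concentration of half-maximal effect; 0% = uninhibited 1x PFK enzyme wells and -100% = no-enzyme wells; nearly all actives have a fitted effect of over 60% in size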
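In TEA buffer at pH 8.0 with 5 mM MgCl2, enzyme (1.25 nM) converted F6P (0.5 mM) and ATP (0.1 mM) for 45 min at room temperature. ADP product was read by luciferase luminescence.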
a7 integrin act: integrin-mediated muscular dystrophy alleviation activation; alpha7betagal myoblasts, beta-gal FDG fluorescence, 48 h; Potency, µM (top dose mostly 38.3 µM), for inactives: at the top dose activation, hits mostly activators; hit rate 0.064% among 350,000; AID 624291;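 note: potency is the fitted concentration of half-maximal effect; 100% = response of the positive control SU9516; nearly all actives have a fitted effect of over 60% in size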
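Alpha7betagal+/- myoblasts (passage 13) were plated 16-24 hr, then exposed to compounds (1:260 dilution of DMSO stock) for 48 hours at 37C. After MPER lysis, β-galactosidase reporter activity was read as FDG fluorescence (ex 480/em 540) after 30 minutes.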
Starred values were filed as active, the others as inactive; ? = inconclusive; nt = no result given; [ ] = another dose, or the depositor's remark. Unless noted, calls come from the whole dose curve; as a rule, active = well fitted curve in the direction sought with a large enough effect; inconclusive = small, poorly fitted or top-dose-only effect, or another doubt; inactive = no such curve, though single readings can be large; an effect the other way counts as inactive or inconclusive.

structure	TSHR antag	ELG1 DNA repair	BCR signal inh	S-ASM inh	TCR activator	A-T KAP1 phos	PTAP TSG101 blk	Eya2 inh	Mito fusion yeast	Tb PFK block	a7 integrin act
CCc1ccc(NC(=O)CSc2nc3c(c(=O)n(C)c(=O)n3C)n2C)cc1	2	1%	1%	0%	6%	5%	2%	-3%	0%	-2%	14%
NS(=O)(=O)c1ccc(CNC(=O)c2ccccn2)cc1	4	-3%	7%	4%	-2%	6%	-1%	1%	0%	0%	0%
Cc1ccc(S(=O)(=O)N2CCCC2)cc1C(=O)NCc1ccccc1CN1CCCC1	0	1%	-4%	-3%	4%	-3%	-1%	-3%	-2%	20%	?
O=C(c1cccc(Cl)c1)N1CCC2(CC1)NCCc1[nH]cnc12	13	9%	-3%	-6%	-1%	-3%	0%	-6%	6%	6%	45%
CCn1c(C(=O)N2CCC(C(=O)NCCCSC3CCCCC3)CC2)cc2sccc21	-11	21µM*	?	0%	-2%	2%	-3%	8%	10%	0%	-13%
COc1ccccc1CCC(=O)Nc1cc(S(=O)(=O)N2CCCCC2)ccc1N1CCN(C)CC1	20	11%	12%	2%	0%	-1%	-2%	1%	1%	8%	0%
CC(=O)Nc1cccc(NS(=O)(=O)c2cccc3nsnc23)c1	-14	20%	?	4%	0%	-2%	0%	8%	-3%	-2%	15%
Cc1nn(-c2ccccc2)c2sc(C(=O)N(Cc3ccco3)C(C)C(=O)NC(C)(C)C)cc12 (stereo not given)	-7	-8%	5%	-5%	-4%	-1%	2%	-32%	5%	22%	0%
CC1(C)Cc2ccccc2-c2nnc(SCC(=O)Nc3nc4ccccc4s3)n21	-9	?	2%	-2%	1%	0%	-2%	2%	2%	1%	4%
CC(=O)N1CCN(CC(O)Cn2c3ccccc3c3ccccc32)CC1 (stereo not given)	-9	-7%	0%	1%	-9%	12%	-9%	4%	-2%	0%	-4%
CCCNS(=O)(=O)c1ccc(C(=O)NCC2CCCO2)cc1 (stereo not given)	6	6%	-3%	0%	-3%	5%	-9%	10%	-4%	-14%	5%
Cn1cccc1C(=O)C(=O)Nc1ccc(Cl)cc1	18	?	?	-3%	-4%	-5%	-7%	?	4%	-3%	7%
O=C(COC(=O)CCC(=O)c1ccc2c(c1)OCCO2)NCc1ccc2c(c1)OCO2	-11	5%	-3%	-1%	-4%	-4%	-3%	-3%	0%	-1%	-9%
Cc1sc2nc(CN3CCCC3)nc(N3CCN(S(=O)(=O)c4cccs4)CC3)c2c1C	-6	-5%	-5%	10%	-2%	2%	0%	-3%	0%	0%	-52%[inhibitor]
O=C(Nc1nnc(-c2ccc(F)cc2)s1)C1CCN(S(=O)(=O)c2ccc(Cl)cc2)CC1	13	7%	4%	1%	2%	-4%	0%	-3%	-5%	1%	-4%
Cc1cccc(S(=O)(=O)NCC2CCCO2)c1 (stereo not given)	-3	-1%	-12%	0%	-22%	-5%	-4%	-7%	1%	3%	-6%
CCN(CC)S(=O)(=O)c1cccc(-c2nnc(SCCOc3ccc(Cl)cc3)o2)c1	-36	21µM*	-1%	-12%	-1%	0%	-8%	-8%	-6%	3%	-12%
C/C(CC(=O)Nc1ccccc1C)=N\NC(=O)Cc1csc(N)n1	8	12%	-2%	5%	6%	-7%	1%	20%	-8%	1%	3%
Cn1c(=O)c2c(nc(NCCCO)n2C/C=C/c2ccccc2)n(C)c1=O	-1	12µM*	-6%	0%	-1%	-2%	-11%	0%	2%	0%	-6%
Cc1cc(C(=O)Nc2ccc(Cl)cc2)c(C)n1Cc1cccs1	-13	?	?	-8%	4%	4%	2%	0%	7%	0%	-6%
CC(C)(C)NC(=O)N1CCC(CO)(Cc2ccccc2Cl)CC1	-11	-13%	-11%	-2%	-3%	-2%	-1%	-5%	1%	1%	-13%
CCOc1ccccc1Nc1ncnc2ccc(Br)cc12	-5	0%	-2%	15%	-1%	-11%	1%	3%	-7%	-1%	?
Cc1ccc(S(=O)(=O)N2CCC(=O)N(C(CO)C(C)C)CC2)cc1 (stereo not given)	2	1%	-1%	3%	-2%	nt	-2%	-6%	5%	0%	-17%
Cc1cc(Nc2ccc(Br)cc2)n2nc(C)nc2n1	3	-1%	?	-1%	11%[46.1 µM]	-3%	-2%	-5%	-1%	1%	8%
CNC(=O)C1CC(=O)N(CCc2ccc(C)cc2)C1 (stereo not given)	-2	-2%	0%	-1%	-4%	-4%	-2%	-20%	4%	-3%	-6%
Cc1ccc(Cc2cnc(NC(=O)C3CCCO3)s2)cc1 (stereo not given)	4	?	?	2%	-4%	6%	-1%	0%	-4%	2%[0.46 µM]	-22%
CCCc1ccc(OCc2ccc(C(=O)NN)o2)c(OC)c1	-1	?	?	-2%	1%	0%	-1%	-29%	21%	1%	3%
CCC(C)(C)C1CCc2[nH]nc(C(=O)NCc3ccc(Cl)cc3)c2C1 (stereo not given)	-10	12%	-7%	1%	-2%	6%	nt	-4%	20%	0%	-36%
O=C(Cc1c(O)c2ccccc2[nH]c1=O)NCc1ccccc1	4	6%	2%	-3%	3%	-4%	-2%	-4%	2%	-5%	25%
O=S(=O)(Cc1ccccc1)N1CCCC(c2nc(-c3ccc(F)cc3)no2)C1 (stereo not given)	-18	-18%	-4%	-10%	-3%	2%	-1%	8%	-7%	0%	-15%
O=C(O)c1cccc(N2C(=O)CSC2c2ccccc2)c1 (stereo not given)	-3	-3%	0%	1%	1%	-1%	-1%	19%	-7%	0%	13%
O=C(CNC(=O)c1cccs1)NCC(=O)OCC(=O)c1ccc([N+](=O)[O-])cc1	-9	-6%	10%	-2%	2%	-7%	-2%	-3%	-4%	-22%	2%
COc1ccc(NCc2cc3ccccc3[nH]c2=O)cc1	-6	4%	?	26%	-5%	2%	-12%	16%	1%	-3%	-16%
CC(=O)c1cccc(S(=O)(=O)N2CCn3cccc3C2C)c1 (stereo not given)	6	8%	-1%	9%	nt	-4%	-4%	-10%	-3%	-8%	-14%
CCN(CC)C(=O)[C@H]1CC(CC(=O)NCCCn2ccnc2)C(=O)N2CCc3c([nH]c4ccccc34)[C@]12C (stereo not given in full)	-1	9%	3%	5%	-14%	10%	-2%	5%	nt	0%	6%
COc1ccccc1CN=c1c([N+](=O)[O-])nn(-c2ccc3c(c2)OCCO3)n1O	-4	?	-2%	nt	-3%[46.1 µM]	-12%	0%	5%	?	-2%	-12%
O=C(O)c1ccc2oc(=O)c(S(=O)(=O)c3ccc(F)cc3)cc2c1	1	22%	0%	2%	8%	5%	-1%	6%	-12%	-1%	4%
CSc1nncc(/C(C)=N\Nc2ccccc2)n1	-12	?	?	-8%	4%	3%	-19%	1%	4%	-3%	11%
COc1ccc(C(=O)N(C)C(C)c2ccon2)cc1OC1CCN(C(C)C)CC1 (stereo not given)	7	14%	0%	nt	5%	18%	-1%	4%	0%	-6%	22%
CCOc1cc(C(=O)Nc2cc(C)on2)cc(OCC)c1OCC	-4	21µM*	?	2%	-3%	2%	-6%	7%	-3%	-5%	12%
O=C(NCCCNC(=O)c1cc(Cl)ccc1Cl)c1ccccn1	-27	3%	-10%	2%	0%	4%	-1%	0%	-8%	-1%	15%
Cc1cc(C)c(S(=O)(=O)N2CCN(C(=O)CN3C(=O)NC4(CCCC4)C3=O)CC2)c(C)c1	7	-3%	3%	-3%	-2%	5%	-1%	7%	-2%	-2%	?

3 compounds already listed, sorted by the value under Eya2 inh, smallest number first.
SMILES	Eya2 inh
CCC(C)(C)C1CCc2[nH]nc(C(=O)NCc3ccc(Cl)cc3)c2C1 (stereo not given)	-4%
O=C(NCCCNC(=O)c1cc(Cl)ccc1Cl)c1ccccn1	0%
O=C(O)c1ccc2oc(=O)c(S(=O)(=O)c3ccc(F)cc3)cc2c1	6%
